PV pol inh: poliovirus RdRp elongation inhibitors, primary screen, biochemical, fluorescence polarization, total intensity. poliovirus polymerase elongation; stronger effect = lower value. Genome polyprotein (Poliovirus type 1 (strain Mahoney)), P03300. 150,000 tested, 0.66% active. AID 588519, 2011. % elongation, % (compound at 16.7 µg/mL); in the data active = % elongation below about 90%; also: some results filed as inactive read as strong as hits
Target sequence (P03300 1749-2209 limits assumed): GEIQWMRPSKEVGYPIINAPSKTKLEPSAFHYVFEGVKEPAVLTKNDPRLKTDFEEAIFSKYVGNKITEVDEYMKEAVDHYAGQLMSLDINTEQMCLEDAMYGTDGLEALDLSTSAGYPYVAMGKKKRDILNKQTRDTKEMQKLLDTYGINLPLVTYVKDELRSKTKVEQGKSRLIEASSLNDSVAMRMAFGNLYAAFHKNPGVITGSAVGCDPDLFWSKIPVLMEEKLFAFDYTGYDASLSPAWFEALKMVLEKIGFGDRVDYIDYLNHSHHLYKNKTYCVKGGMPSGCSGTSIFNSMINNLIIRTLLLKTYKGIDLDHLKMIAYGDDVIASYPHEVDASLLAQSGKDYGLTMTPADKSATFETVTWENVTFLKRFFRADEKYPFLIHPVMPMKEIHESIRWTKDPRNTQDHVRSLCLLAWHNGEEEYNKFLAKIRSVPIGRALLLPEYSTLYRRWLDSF
PV pol inh FP z-score: second read-out of PV pol inh, no call of its own (marks repeat the call); z-score; measured here: FP z-score; hits read low
* marks the source's active call; other numbers are inactive results; & = joins results of further samples. Only part of the results is shown (hit frequency here may not be typical).

Preview, three compounds:
SMILES	PV pol inh	PV pol inh FP z-score
Cc1cccc(C(=O)N2CCN(c3ccc(N4CCCCCC4)nn3)CC2)c1	102.0	0
CC(C)S(=O)(=O)c1csc(C(=O)OCC(=O)C(C)(C)C)c1N	104.0	0.7
COc1ccc(N=c2scc(-c3ccc(O)c(C(N)=O)c3)n2CC2CCCO2)cc1 (stereo not given)	106.0	0.1

The listing (from the top)
SMILES	PV pol inh	PV pol inh FP z-score
Cc1cccc(C(=O)N2CCN(c3ccc(N4CCCCCC4)nn3)CC2)c1	102.0	0
CC(C)S(=O)(=O)c1csc(C(=O)OCC(=O)C(C)(C)C)c1N	104.0	0.7
COc1ccc(N=c2scc(-c3ccc(O)c(C(N)=O)c3)n2CC2CCCO2)cc1 (stereo not given)	106.0	0.1
O=C(COC(=O)c1ccccc1OCc1ccccc1)c1ccc(F)cc1	98.0	-1.8
COCCNC(=O)C1=CC(c2ccc3c(c2)OCO3)=NS(=O)(=O)N1C	109.0	0
C=CCNC(=S)Nc1ccn(Cc2ccccc2C)n1	101.0	0.6
COc1ccc(C2CC(=O)N(Cc3cccc(F)c3)c3ccccc3S2)cc1 (stereo not given)	106.0	0.3
N#CC1=C(N)OC(C2CC2)=C(C#N)C1c1ccccc1Cl (stereo not given)	104.0	-0.1
CCC(=O)Nc1ccc(N2CCCCC2)cc1	101.0	-0.1
NCCc1ccc(OC(F)F)cc1	104.0	0.1
OCCNC(=S)Nc1ccccc1	103.0&101.0	0.2&0.1
COc1ccc(CCNC(=O)COc2ccc3c(=O)c(-c4ccccc4)coc3c2)cc1OC	101.0	0.1
O=C(CSc1nc2c([nH]c3ccccc32)c(=O)n1-c1cccc(Cl)c1)N1CCCC1	111.0	1.1
COc1ccc2nc3sc(C(=O)N(C)c4cccc(C(F)(F)F)c4)cc3cc2c1	104.0	0.8
CNC(=O)N1CCn2cccc2C1C(C)C (stereo not given)	99.0	-1
CC1CCCC(C)N1C(=O)CN1CCC(N2CCCCC2)CC1 (stereo not given)	102.0	0.3
Cc1[nH]c(-c2ccc(F)cc2)cc1C(=O)N1CCCC(C)C1 (stereo not given)	102.0	0.1
CCCNC(=O)Cn1c(=O)n(CC2CCC(C(=O)NC)CC2)c(=O)c2sccc21 (stereo not given)	104.0	-0.4
Cc1ccc(S(=O)(=O)NCc2ccc(C(=O)NC3CCC(C)CC3)cc2)cc1 (stereo not given)	98.0	-1.8
Cc1onc(-c2ccccc2Cl)c1C(=O)C(C#N)c1ccccn1 (stereo not given)	104.0	0.3
COc1ccc(C(=O)NCCC2=CCCCC2)cc1	106.0	0.2
COc1ccccc1C(=O)NCCCn1cc(Br)c(C)n1	99.0	-0.7
CC(C)c1ccc(Nc2cc(C(=O)NCCCN(C)Cc3ccccc3)c3ccccc3n2)cc1	102.0	-0.7
O=C1OC(c2ccccc2)OC(=O)C1=Cc1cccs1 (stereo not given)	101.0	0.1
COc1cccc(/C=N/NC=O)c1	98.0	-0.3
Continued:
SMILES	PV pol inh	PV pol inh FP z-score
CC(C(=O)N1CCOCC1)C1SC(=O)NC1=O (stereo not given)	97.0	-1.8
COCC(C)NC(=O)NC1CC(=O)N(c2ccc(F)cc2)C1 (stereo not given)	100.0	-0.6
COc1nnc(-c2ccc(N3CCCCC3)c(NC(=O)c3ccc(Cl)cc3)c2)c2ccccc12	103.0	0
O=C(CSc1nc2ccccc2[nH]1)N(c1ccccn1)c1ccccn1	97.0	-0.6
Cc1cc(C(F)(F)F)nn1CC(=O)Nc1ccc(CC#N)cc1	102.0	-0.3
Oc1c(Cl)cc(Cl)cc1C1Nc2cc(C(F)(F)F)ccc2-n2cccc21 (stereo not given)	104.0	0.2
CCCN1C(=O)/C(=C/c2ccc(O)c(OC)c2)SC1=S	114.0	3.9
Cc1cccc(N2CCN(C(=O)CN3C(=O)/C(=C\c4cccc(F)c4)Oc4ccccc43)CC2)c1C	100.0	-0.9
COc1cc(OC)c(OC)cc1/C=C/c1nc2cc3ccccc3cc2c(=O)n1-c1ccccc1Br	136.0	5.9
Cc1cccc(-n2c(C)nc3cc(C(=O)NCCN4CCOCC4)ccc32)c1	99.0	-1
O=C(NCC1CCCO1)c1ccccn1 (stereo not given)	102.0	0.3
Cc1ccc(N2NC3(CC(C)CC(C)(C)C3)NC2=S)cc1C (stereo not given)	105.0	0.2
Cc1cc(Br)c2[nH]cc(CCN)c2c1	100.0	-0.1
CCc1ccccc1-n1c(N)c(C(=O)OC)c2nc3ccccc3nc21	102.0	-0.7
Clc1ccc(-c2noc3ncnc(NCCc4ccccc4)c23)cc1	106.0	0.2
CN1CCN(c2oc(-c3ccc(COc4ccc(Cl)cc4)o3)nc2C#N)CC1	105.0	-0.3
CC(C)COc1ccc(C(=O)Nc2cccc(-c3nc4ccccc4[nH]3)c2)cc1	104.0	0.2
CCOC(=O)c1c(CN2CCCCC2)n(-c2ccccc2)c2cc(Br)c(OC)cc12	103.0	0
CC(=O)O/N=C(\N)c1ncon1	98.0	-0.6
CC(=O)N1Cc2ccccc2C(C)CC12CCCC2 (stereo not given)	102.0	0.2
O=P(NC1CCCCC1)(NC1CCCCC1)Oc1ccccc1	97.0	-0.5
COc1ccccc1N1CCN(C(=O)Cn2c(=O)nc(-c3ccccc3)c3ccccc32)CC1	107.0	0.3
COc1cccc(-c2cc(C(=O)NCc3ccccc3)[nH]n2)c1	102.0	-0.1
O=C(Cn1c(=O)c2ccccc2n(CC(=O)Nc2ccc(F)cc2F)c1=O)NCCc1ccccc1	114.0	1.5
c1ccc(NCc2cccs2)nc1	103.0	0.3

Pulled one by one from above, two records:
SMILES	PV pol inh	PV pol inh FP z-score
O=P(NC1CCCCC1)(NC1CCCCC1)Oc1ccccc1	97.0	-0.5
COc1nnc(-c2ccc(N3CCCCC3)c(NC(=O)c3ccc(Cl)cc3)c2)c2ccccc12	103.0	0

(more compounds)
SMILES	PV pol inh	PV pol inh FP z-score
O=C(Nc1nnc(C2=COCCO2)o1)c1cccc2ccccc12	101.0	0.2
CCOC(=O)c1[nH]c(COc2ccc(C#N)cc2)c(C(=O)OCC)c1C	99.0	-0.3
Cc1ccccc1S(=O)(=O)Cc1ccc(C(=O)n2ccnc2)o1	96.0	-3.1
Cc1ccccc1Cn1c(=O)n(Cc2ccco2)c(=O)c2sc3ccccc3c21	105.0	0.1
COC(=O)CSC1=C(C#N)C(c2ccc(C(C)C)cc2)CC(=O)N1 (stereo not given)	104.0	0.6
CCC(=O)NCCc1nc2cc(NC(=O)c3cccc(Br)c3)ccc2n1C	104.0	0.3
O=C(/C=C/c1ccco1)Nc1ccc(Br)cc1	102.0	0.4
CC(C)N(c1ccccc1)c1ccc(NC(=O)c2ccccn2)cc1	102.0	-0.2
CS/C(N)=N\N=C\c1ccccc1O	102.0	0.3
Cc1ccc2c(c1)-c1c(ssc1=Nc1ccc(S(N)(=O)=O)cc1)C(C)(C)N2	97.0	-1.1
OC(CNCc1ccccn1)COc1ccc(OCC(O)CNCc2ccccn2)cc1 (stereo not given)	99.0	-0.3
CCc1ccc(NC(=O)CCn2c(-c3ccc(OC)cc3)cc(C(C)=O)c2C)cc1	101.0	-0.6
COc1ccc2c(c1)cc1c(=O)n(CC(=O)NC(C)C)nc(C)n12	106.0	0.1
Cn1cnnc1SCC(=O)NC1CC1	103.0	0.4
Nc1n[nH]c(N)c1N=Nc1ccc(Cl)cc1	101.0	-0.1
COc1ccc2oc(C(=O)CCC(=O)O)c(N)c2c1	103.0	0.4
CC12CCC3C(CCC45CC(=O)CCC34C5)C1CCC2=O (stereo not given)	100.0	-0.3
CC(O)C(=O)NS(=O)(=O)c1ccccc1 (stereo not given)	106.0	1.6
O=C(COC(=O)C1CC(=O)N(CCc2ccccc2)C1)Nc1cccnc1Cl (stereo not given)	101.0	-0.4
O=C(CSc1nc2ccccc2c(=O)n1C1CCCCC1)NCc1ccco1	102.0	-0.1
Oc1ccc2nc(N3CCOCC3)sc2c1	103.0	0.2
Cc1ccc(CN2CCSc3ccc(C(=O)N4CCN(c5cc(C)ccc5C)CC4)cc32)cc1	107.0	0.9
Cc1cc(C)c2oc(-c3cc(NC(=O)Cc4ccccc4)ccc3Cl)nc2c1	108.0	1
O=C(COc1ccc(F)cc1)N/N=C1\CCS(=O)(=O)c2ccc(F)cc21	103.0	-0.1
NC(=S)c1cccc(Oc2ccccc2)c1	87.0*	-2.2*
Further entries.
SMILES	PV pol inh	PV pol inh FP z-score
CCC1(C)Cc2c(C#N)c(N)n(-c3ccccc3)c(=O)c2CO1 (stereo not given)	106.0	0.1
Cc1c(S(=O)(=O)NC2CCCCNC2=O)sc2ccc(Cl)cc12 (stereo not given)	102.0	0.2
CCOc1cc(CNC(=O)CCCn2c(=O)c3cccn3c3cccnc32)cc(OCC)c1OCC	109.0	0.5
O=C(CC1(O)C(=O)N(CCc2ccccc2)c2ccccc21)c1cccnc1 (stereo not given)	102.0	0.2
COc1ccc(-c2noc(N3CCCC(C(=O)NC4CCCc5ccccc54)C3)n2)cc1 (stereo not given)	102.0	0.3
CCN(CC)C(=O)Cn1ncc2c([nH]c3ccccc32)c1=O	114.0	1.7
CCC1CCCCN1C(=S)NC(=O)c1ccccc1 (stereo not given)	97.0	-1.1
C/C(Cn1nnc2ccccc21)=N\NC(=O)c1ccc(Br)cc1	105.0	0.8
Cc1cccc(N(CC(=O)NCCSc2ccc(Cl)cc2)S(C)(=O)=O)c1C	105.0	0.1
CCn1nnc2cc(C(=O)Nc3ccccc3C(=O)NC3CCCC3)ccc21	107.0	-0.4
Cc1ccc(C)c(CNc2ccc3[nH]ncc3c2)c1	96.0	-1.2
O=C1NCCN1CCNC(=S)Nc1cc(C(F)(F)F)cc(C(F)(F)F)c1	106.0	0.4
Fc1cccc(-c2nc3cc(N4CCOCC4)c(N4CCOCC4)cc3[nH]2)c1	105.0	1.6
CCCC(=O)c1cc2c(cc1N)OCCO2	101.0	0
COc1ccc(NC(=O)c2cc3sccc3n2Cc2ccc(F)cc2)cc1Cl	103.0	0.4
CSc1nc(/N=C/N(C)C)n(-c2c(Cl)cc(Cl)cc2Cl)n1	100.0	-0.6
Cc1ccccc1CN1C(=O)C2CC=CCC2C1=O (stereo not given)	105.0	0.1
CCOC(=O)c1[nH]c(C)c(CCC(=O)Nc2ccc(C(C)=O)cc2)c1C	104.0	-0.7
COc1cc(OC)cc(C(=O)Nc2ccc3c(c2)N(C2CCCC2)C(=O)c2ccccc2S3)c1	100.0	-1
Cn1nc2c3ccccc3n(Cc3ccccc3)c2nc1=S	103.0	-0.1
O=C(CCN1CCN(CCO)CC1)Nc1ccc(Br)cc1	106.0	0.2
COC(=O)C1CCN(S(=O)(=O)c2ccc(Cl)cc2)CC1	103.0	0.2
O=C(C1CCN(S(=O)(=O)Cc2ccccc2)CC1)N1CCN(c2cccc(C(F)(F)F)c2)CC1	106.0	-0.1
CCC(C)N1CCN(CC2CC=CCC2)CC1 (stereo not given)	99.0	-0.5
N#Cc1ccc(COC(=O)C(Cc2ccccc2)n2cnnn2)cc1 (stereo not given)	101.0	-0.3

Grouped by structure: those above with two or more sulfur atoms
SMILES	PV pol inh	PV pol inh FP z-score
CC(C)S(=O)(=O)c1csc(C(=O)OCC(=O)C(C)(C)C)c1N	104.0	0.7
CCCN1C(=O)/C(=C/c2ccc(O)c(OC)c2)SC1=S	114.0	3.9
Cc1ccc2c(c1)-c1c(ssc1=Nc1ccc(S(N)(=O)=O)cc1)C(C)(C)N2	97.0	-1.1
Cc1c(S(=O)(=O)NC2CCCCNC2=O)sc2ccc(Cl)cc12 (stereo not given)	102.0	0.2
Cc1cccc(N(CC(=O)NCCSc2ccc(Cl)cc2)S(C)(=O)=O)c1C	105.0	0.1

The results go on.
SMILES	PV pol inh	PV pol inh FP z-score
Cc1ccc(/C=N/O)cc1	99.0	-0.3
CCCc1cc(=S)sc(N)n1	99.0	-0.4
N#CCSc1nc2ccccc2c(=O)n1-c1ccccc1	102.0	0.4
Cc1cc(NC(=O)C2CCC2)n(-c2nc3ccccc3s2)n1	101.0	-0.2
O=C(NCC(=O)N1CCCC1)C1CCCCC1	100.0	0
COc1cc(N)ccc1OC(C)C	102.0	0
CCCCCNC(=O)c1ccc2c(=O)n(CCc3ccccc3)c(=O)[nH]c2c1	107.0	0.5
Cc1ccc2[nH]c(=O)c(CNc3ccc(N4CCCCC4)cc3C(=O)N3CCOCC3)cc2c1	104.0	1.3
O=C(Cc1c(F)cccc1Cl)Nc1ccc(N2CCOCC2)cc1N1CCOCC1	99.0	-0.6
Cc1cncn1CCc1nc2c3ccccc3nc(SCC(=O)Nc3ccc(F)cc3)n2n1	109.0	0.6
CC(NC(=O)c1ccc2c(=O)n3c(nc2c1)CCCCC3)c1ccccc1 (stereo not given)	100.0	-0.5
COc1ccc(-c2cc(C(F)(F)F)nc(NCc3cccnc3)n2)cc1OC	97.0	-0.5
O=C(Nc1ccccc1)Nc1c[nH]c(=O)[nH]c1=O	100.0	-0.2
CCOc1ccc(CCCC(=O)O)cc1C	100.0	-0.5
CCOC(=O)/C(C#N)=C/NC1CCCCNC1=O (stereo not given)	100.0	-0.2
COCCNC(=S)N1CCC(c2nc(-c3ccc(N(C)C)cc3)no2)CC1	102.0	0.2
Cc1cc(NC(=O)CSc2nccc(=O)[nH]2)no1	104.0	0.6
CN1C(=O)NC(=O)/C(=C\c2ccc(O)cc2)C1=O	96.0	-1
C=CCn1c(C)cc(C(=O)COC(=O)c2ccccc2O)c1C	108.0	1
CN(C)c1ccc(NC(=O)Cn2cc(S(=O)(=O)Cc3cccc(Cl)c3)c3ccccc32)cc1	106.0	0.1
Cc1ccccc1-c1nn2c(=O)cc(CN3CCN(S(=O)(=O)c4ccc(Cl)cc4)CC3)nc2s1	109.0	0.2
Cc1onc(-c2ccccc2)c1CN1C(=O)c2ccccc2S1(=O)=O	105.0	0.1
Cc1[nH]c2ccccc2c1C(=O)Cn1ccsc1=N	104.0	0.3
Fc1ccc(N=Cc2ccncc2)cc1F	103.0	0.6
CCN(CC)C(=S)Oc1ccc(I)cc1	108.0	0.4
CCOC(=O)Nc1ccc2c(c1)N(C(=O)CNC)c1ccccc1CC2	100.0	-0.1
CCCN(CCC)S(=O)(=O)c1ccc(C(=O)N2CCn3c4c(c5cc(C)ccc53)CCCC42)cc1 (stereo not given)	103.0	-0.1
CC(C)(O)C(=O)N=Nc1c(O)[nH]c2ccccc12	101.0	-0.1
CCC(=O)N1CCc2cc(S(=O)(=O)NC(CC(C)C)C(=O)NCc3ccc(C)cc3)ccc21 (stereo not given)	101.0	-0.3

Screening data (PubChem)
